# From PubChem
# RGS8-Gao reg: modulates binding of RGS8 to human Galphao | P09471 | multiplexed bead flow cytometry; actives lie on both sides | response (percent of control binding), % at 10 µM | hit rate 0.34% among 220,000 | AID 1423; in the data active = response below about 60% or above about 140%; inactive = in between;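 also: Galphao activated as the GDP aluminium fluoride complex binding bead-coupled RGS8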
# Target sequence (P09471 whole entry, looked up): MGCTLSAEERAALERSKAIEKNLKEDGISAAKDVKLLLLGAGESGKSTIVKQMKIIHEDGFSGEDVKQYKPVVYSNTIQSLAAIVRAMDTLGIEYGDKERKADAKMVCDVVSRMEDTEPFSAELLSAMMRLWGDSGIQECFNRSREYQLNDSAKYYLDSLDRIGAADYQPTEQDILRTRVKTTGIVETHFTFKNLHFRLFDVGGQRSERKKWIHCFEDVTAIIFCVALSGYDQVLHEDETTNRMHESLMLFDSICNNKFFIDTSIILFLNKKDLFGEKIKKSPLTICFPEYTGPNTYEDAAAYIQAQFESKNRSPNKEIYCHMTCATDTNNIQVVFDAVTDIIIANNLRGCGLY
# Mcl1-Noxa inh: Mcl-1/Noxa interaction inhibition. Q07820. TR-FRET Mcl-1/Noxa peptide binding, 2 h. inhibition, % at 21.7 µM. hit rate 1.5% among 220,000. AID 1022;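 active = compounds that cut the protein-peptide binding signal by more than 50% relative to plate controls in a single-dose test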;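 also: His-tagged Mcl-1 with rhodamine Noxa BH3 peptide and terbium anti-His antibody; 0% = Mcl-1 plus Noxa peptide wells and 100% = peptide-only wells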
# Target sequence (Q07820 whole entry, looked up): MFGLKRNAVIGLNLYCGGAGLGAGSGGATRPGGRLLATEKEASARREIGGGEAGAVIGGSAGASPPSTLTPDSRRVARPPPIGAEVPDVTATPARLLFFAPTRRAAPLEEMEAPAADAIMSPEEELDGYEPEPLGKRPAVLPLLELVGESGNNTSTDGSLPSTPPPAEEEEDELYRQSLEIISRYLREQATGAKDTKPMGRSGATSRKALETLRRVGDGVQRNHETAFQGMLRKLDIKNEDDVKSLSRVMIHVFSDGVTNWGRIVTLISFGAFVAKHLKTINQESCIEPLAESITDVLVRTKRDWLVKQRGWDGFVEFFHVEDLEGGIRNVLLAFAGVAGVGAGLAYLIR
# Pf gamet viab: inhibitors of late stage P. falciparum gametocyte viability. hit rate 0.065% among 150,000. P. falciparum stage V gametocytes, ATP luminescence, 24 h. AID 743093. inhibition, % at 10.9 µM;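 active = inhibition above the mean plus 3 SD of compounds within the control limits, set per campaign, cut at about 38% in these data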;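 also: 0% = DMSO wells and 100% = medium only without gametocytes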
# Mcl1-Bid inh: Mcl-1/Bid interaction inhibition; Q07820; TR-FRET Mcl-1/Bid-Dy647 peptide binding, 1536-well; inhibition, % at 21.7 µM; hit rate 0.97% among 220,000;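 active = compounds that cut the binding signal by more than half at the single screening dose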;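 also: His-tagged Mcl-1 with europium anti-His antibody binding Bid BH3 peptide; 0% = Mcl-1 plus peptide wells and 100% = peptide-only wells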
# Numbers without * were called inactive.
# Values run as follows: RGS8-Gao reg, Mcl1-Noxa inh, Pf gamet viab, Mcl1-Bid inh
- CCOC(=O)c1ccc(N=C(C)c2c(O)[nH]c(=O)[nH]c2=O)cc1
    99.9, -0.5, 10.8, -12.9
- Cc1ccc(CN2CCCC(C(=O)c3ccc4c(c3)OCO4)C2)cc1C (stereo unspecified)
    102.9, 3.2, -9.1, -24.6
- CCCC[N+]12CCC(CC1)C(Cc1ccccc1)C2 (stereo unspecified)
    103.6, -2.5, 4.8, -12.2
- O=C1CC(=O)N(Cc2ccccc2)C(=O)N1CCCCCCN1C(=O)CC(=O)N(Cc2ccccc2)C1=O
    97.6, 33.8, -7.8, -101.4
- O=c1c2ccccc2nc(CNc2ccccc2)n1-c1ccccc1
    96.6, -0.4, 7.8, -30.6
- CNC(=O)O/N=C(\N)Cc1csc2ccc(Cl)cc12
    107.7, -6.3, 9.2, -11.9
- CCCCCCn1c(=O)c(C(=O)Nc2c(C)n(C)n(-c3ccccc3)c2=O)c(O)c2ccccc21
    99.7, -40.2, 13.8, -10.0
- COC(=O)c1cccc(N=Cc2c(O)n(Cc3ccc(F)cc3)c(=O)[nH]c2=O)c1
    100.5, 14.4, 3.5, -41.6
- Cc1ccc(C)c(NC(=S)NCCc2cnc[nH]2)c1
    103.2, -3.7, 13.0, -118.3
- C=CCn1c(O)c(/C(C)=N/N2CCCCC2)c(=O)[nH]c1=O
    98.8, -0.4, -4.3, -34.4
- COCc1cc(OC(=O)N(C)C)nc(-c2ccccc2)n1
    106.0, -19.5, 4.2, -12.0
- CNC(=S)N(C)CCc1cc2c(c(OC)c1/C=C1/C(=O)NC(=O)N(C)C1=O)OCO2
    99.7, 0.3, -40.1, -32.9
- O=C(N[C@H]1CP(=O)(Oc2ccccc2)O[C@H](COCc2ccccc2)[C@H]1O)C(Cl)(Cl)Cl (stereo partly specified)
    99.5, 12.3, 12.5, -25.2
- COC(=O)CN1C(=O)CN=C(c2ccccc2Cl)c2cc(Br)ccc21
    100.0, -10.5, -7.7, 5.0
- COc1ccc(-c2nn(CCC#N)cc2C(=O)Nc2ccccc2Br)cc1[N+](=O)[O-]
    97.9, 9.4, 27.9, -7.6
- COc1ccc(CN2C(=O)NC(=O)/C(=C/c3ccc(OC)c(OC)c3OC)C2=O)cc1
    93.2, -12.3, -2.1, -16.6
- O=c1c2ccccc2nc(/C=C/c2ccc(O)cc2)n1-c1ccccc1O
    101.7, 9.2, 20.8, 6.0
- CSc1ccc(C(=O)C2CCCN(Cc3ccn[nH]3)C2)cc1 (stereo unspecified)
    106.7, 16.2, 3.5, -32.1
- CC1(C)Cc2c(C#N)c(N3CCNCC3)nc(-c3ccco3)c2CS1
    103.7, 10.8, 2.7, -37.1
- CCN(CC)CCN=Cc1c(O)n(Cc2ccco2)c(=O)[nH]c1=O
    99.3, 3.2, 26.4, -17.1
- C=CCn1c(O)c(C(CC)=NCc2ccc3c(c2)OCO3)c(=O)[nH]c1=O
    105.5, 1.8, 3.9, 7.2
- Cc1cc(OC(=O)N(C)C)nc(-c2ccc(C)c(Cl)c2)n1
    100.2, -10.4, 3.1, -7.9
- CCC(=Nc1ccc2c(c1)CCC2)c1c(O)n(-c2ccc(OC)cc2)c(=O)[nH]c1=O
    99.8, -0.6, -0.6, -11.5
- Cc1cc(/C=C2\C(=O)NC(=O)N(Cc3ccco3)C2=O)c(C)n1-c1ccc(C(=O)O)cc1
    95.8, 7.7, 0.7, -37.9
- O=c1[nH]c(=O)n(-c2ccc(Br)cc2)c(O)c1C=NC(CO)(CO)CO
    103.9, 7.1, -19.0, -32.2
- NC(=O)c1ccc(N=Cc2c(O)n(Cc3ccco3)c(=O)[nH]c2=O)cc1
    99.6, 44.6, -17.8, -64.1
- COc1nc(NCC2CCCO2)nc(N2CC3CC(C2)c2cccc(=O)n2C3)n1 (stereo unspecified)
    106.3, -7.2, -8.2, -44.8
- CN1C(=O)C(=Cc2coc3ccccc3c2=O)C(=O)N(C)C1=O
    103.3, 7.5, 5.0, -35.4
- CC1CCN(c2cc(Br)c([N+](=O)[O-])cc2F)CC1
    96.3, 10.3, -3.2, -55.6
- CC(=O)Nc1cccc([As](=O)(c2cccc(NC(C)=O)c2)c2cccc(NC(C)=O)c2)c1
    95.9, -4.5, 6.2, -1.2

# Full records, looked up by structure. Screens in order: RGS8-Gao reg	Mcl1-Noxa inh	Pf gamet viab	Mcl1-Bid inh
# Listed for `CCC(=Nc1ccc2c(c1)CCC2)c1c(O)n(-c2ccc(OC)cc2)c(=O)[nH]c1=O` = 99.8	-0.6	-0.6	-11.5
# Listed for `CCN(CC)CCN=Cc1c(O)n(Cc2ccco2)c(=O)[nH]c1=O` = 99.3	3.2	26.4	-17.1
# Listed for `O=c1[nH]c(=O)n(-c2ccc(Br)cc2)c(O)c1C=NC(CO)(CO)CO` = 103.9	7.1	-19.0	-32.2

# (further entries)
# Values run as follows: RGS8-Gao reg, Mcl1-Noxa inh, Pf gamet viab, Mcl1-Bid inh
- COC(=O)NC(=C(Cl)Cl)P(=O)(c1ccccc1)c1ccccc1
    101.5, -44.2, 6.4, -5.9
- O=c1[nH]c(=O)n(CCc2ccc(F)cc2)c(O)c1/C=N/N1CCCCC1
    103.0, 19.8, -5.5, -33.3
- Cc1cc(C)cc(N2C(=O)/C(=C\c3ccc(N4CCN(C)CC4)o3)C(=O)NC2=S)c1
    102.3, -30.7, -7.7, -41.0
- O=C1NC(=O)N(c2ccc3c(c2)OCO3)C(=O)/C1=C\c1ccc(-c2ccccc2C(=O)O)o1
    95.7, 45.3, -9.6, -19.9
- O=c1[nH]c(O)c(C=Nc2ccccc2Oc2ccccc2)c(=O)[nH]1
    100.1, 20.8, 9.6, 4.0
- CCOP(=O)(Cc1cc(C(=O)CC)c(C)o1)OCC
    98.8, 6.7, 5.2, -91.0
- COc1ccc(OC)c(-n2c(O)c(/C=C3\C(C)=Nc4ccccc43)c(=O)[nH]c2=O)c1
    92.1, 0.8, 4.5, -72.6
- CCOP(=O)(Cc1cc(C(C)=O)c(C)o1)OCC
    100.6, 12.2, 7.6, -29.4
- CNC(=S)N(C)CCc1cc2c(c(OC)c1C=C1C(=O)NC(=O)NC1=O)OCO2
    102.5, 2.7, -4.1, 5.7
- C[N+]12CCC(CC1)C(C(O)(c1cccc(Cl)c1)c1cccc(Cl)c1)C2 (stereo unspecified)
    102.1, 13.5, 10.7, -71.3
- O=C(NC1CCCCC1)Oc1cc2oc(=O)sc2cc1Cl
    95.3, 28.7, -7.6, -86.0
- CS(=O)(=O)NNP(=O)(NNS(C)(=O)=O)NC(=O)c1ccccc1
    99.3, 14.6, 6.1, -10.4
- O=C(Nc1ccccc1Cl)OC1CN2CCC1CC2 (stereo unspecified)
    100.0, -0.1, -2.3, -3.8
- O=C1NC(=O)N(CCc2ccc(F)cc2)C(=O)/C1=C/C=C/c1ccccc1
    85.1, 6.3, 0.1, -13.1
- O=C1NC(=O)N(c2ccccc2)C(=O)/C1=C\C=C\c1ccccc1
    95.1, 69.8*, 12.6, -1.0
- CC/C(=N\Nc1ccccc1)c1c(O)[nH]c(=O)[nH]c1=O
    102.2, 0.4, 5.5, -32.9
- CCC(C)n1c(O)c(/C=N/Nc2nc3c(c(=O)n(C)c(=O)n3C)n2C)c(=O)[nH]c1=S (stereo unspecified)
    100.1, -79.8, -3.0, -89.8
- O=C(N/N=C/c1c(O)n(Cc2ccco2)c(=O)[nH]c1=O)c1ccccc1O
    99.7, 29.6, 16.3, -109.4
- NNP(=O)(CC(=O)c1ccccc1)c1ccccc1 (stereo unspecified)
    99.4, -29.8, 13.6, -17.4
- NCCc1c[nH]c2ccc(OCc3ccccc3)cc12
    97.2, -11.1, -8.5, -38.3
- CC1=C(C(=O)Nc2ccccc2)S(=O)(=O)CCO1
    101.4, 0.9, 10.4, -12.8
- c1ccc(C2CN3CCC2CC3)cc1 (stereo unspecified)
    98.6, 5.8, -15.3, -10.3
- CCOP(=O)(Cc1ccc(C(=O)CC)o1)OCC
    101.7, 2.0, -19.7, -7.8
- C=CCn1c(O)c(C(C)=NC2CCN(Cc3ccccc3)CC2)c(=O)[nH]c1=O
    94.9, -22.4, 7.2, -25.2
- COc1cc(/C=C/c2nc3ccccc3c(=O)n2-c2cccc(O)c2)ccc1O
    101.5, 96.2*, 13.0, 63.0*
- CCCCCCC(=O)N/N=C/c1c(O)n(C2CC2)c(=S)[nH]c1=O
    100.0, -141.2, -15.5, -103.4
- CSc1nc2ccc(C)cc2c(=O)n1-c1cccnc1
    101.6, -4.5, -12.3, -3.3
- Cc1ccc2c(c1)=NC(=O)/C(=C/c1c(O)[nH]c(=O)[nH]c1=O)C=2
    91.2, 0.5, -11.4, -116.0
- CCN(CC)c1ccc(/C=C2\C(=O)NC(=S)N(C)C2=O)o1
    101.5, -37.5, 10.7, -46.1
- Fc1cccc(F)c1-c1nc(-c2ccc(Cl)cc2)no1
    111.8, -12.2, 1.1, -3.2

# Compounds from the list above that have an aryl methoxy group (8):
# Values run as follows: RGS8-Gao reg, Mcl1-Noxa inh, Pf gamet viab, Mcl1-Bid inh
- CNC(=S)N(C)CCc1cc2c(c(OC)c1/C=C1/C(=O)NC(=O)N(C)C1=O)OCO2
    99.7, 0.3, -40.1, -32.9
- COc1ccc(-c2nn(CCC#N)cc2C(=O)Nc2ccccc2Br)cc1[N+](=O)[O-]
    97.9, 9.4, 27.9, -7.6
- COc1ccc(CN2C(=O)NC(=O)/C(=C/c3ccc(OC)c(OC)c3OC)C2=O)cc1
    93.2, -12.3, -2.1, -16.6
- CCC(=Nc1ccc2c(c1)CCC2)c1c(O)n(-c2ccc(OC)cc2)c(=O)[nH]c1=O
    99.8, -0.6, -0.6, -11.5
- COc1nc(NCC2CCCO2)nc(N2CC3CC(C2)c2cccc(=O)n2C3)n1 (stereo unspecified)
    106.3, -7.2, -8.2, -44.8
- COc1ccc(OC)c(-n2c(O)c(/C=C3\C(C)=Nc4ccccc43)c(=O)[nH]c2=O)c1
    92.1, 0.8, 4.5, -72.6
- CNC(=S)N(C)CCc1cc2c(c(OC)c1C=C1C(=O)NC(=O)NC1=O)OCO2
    102.5, 2.7, -4.1, 5.7
- COc1cc(/C=C/c2nc3ccccc3c(=O)n2-c2cccc(O)c2)ccc1O
    101.5, 96.2*, 13.0, 63.0*

# (further entries)
# Values run as follows: RGS8-Gao reg, Mcl1-Noxa inh, Pf gamet viab, Mcl1-Bid inh
- CNC(=O)O/N=C(\N)Cc1csc2ccccc12
    99.7, -19.1, 3.6, -20.2
- CC(=NCc1ccc2c(c1)OCO2)c1c(O)n(-c2ccccc2)c(=O)[nH]c1=O
    100.7, -11.5, -10.6, -12.0
- CCn1c(O)c(N=Nc2cccc(S(=O)(=O)N3CCOCC3)c2)c(=O)n(CC)c1=S
    98.1, 14.0, 11.8, -36.3
- CCOP(=O)(OCC)C(NC(=O)c1cccc(C)c1)C(Cl)(Cl)Cl (stereo unspecified)
    98.7, -14.0, -15.4, -13.8
- COP(=O)(Cc1ccc(C#N)o1)OC
    99.7, -1.4, 5.9, -18.5
- O=c1[nH]c(=S)n(C2CC2)c(O)c1C=NCCN1CCOCC1
    97.2, -1.5, -29.4, -18.4
- C=CCn1c(O)c(C(CC)=NCc2ccco2)c(=O)[nH]c1=O
    101.7, 15.0, 6.1, -40.3
- Cc1ccc(-n2c(O)c(C=NCc3ccco3)c(=O)[nH]c2=S)cc1C
    97.9, -13.9, -7.0, -13.6
- CC1CC(OC(=O)c2ccccc2)(c2ccccc2)C(C)CN1C (stereo unspecified)
    103.7, 10.4, -15.1, -7.6
- O=c1oc2ccccc2c(O)c1[C@H]1c2ccc(O)cc2Oc2c1c(=O)oc1ccccc21
    101.2, 60.7*, 18.7, -0.8
- COc1cc2c(cc1OC)C(C(=O)NC(C)C)C1CCCCN1C2=O (stereo unspecified)
    100.4, -3.7, 1.6, -49.1
- Nc1c(C(=O)NCC2CCCO2)c2nc3ccccc3nc2n1Cc1ccco1 (stereo unspecified)
    98.8, 55.4*, -7.5, -14.7
- CCCCNC(=O)CN1C(=O)CN=C(c2ccccc2)c2ccccc21
    95.4, -20.4, 22.1, -33.9
- O=c1[nH]c(=O)n(-c2ccc(F)cc2)c(O)c1C=NCCN1CCCCC1
    98.0, -9.4, 1.0, -20.3
- COc1ccccc1N1C(=O)NC(=O)/C(=C/c2ccc([N+](=O)[O-])s2)C1=O
    88.0, 45.4, 0.3, -24.9
- CC1(C)N2CC3([N+](=O)[O-])CN1CC([N+](=O)[O-])(C2)C3
    107.3, -0.1, -3.2, -47.1
- Cn1c(O)c(C(=Nc2ccccc2)SCc2ccccc2Cl)c(=O)n(C)c1=O
    105.5, -8.7, -28.5, -27.5
- Cc1cccn2c(=O)c3c(nc12)N1CCCCCC1C1(C3)C(=O)N(C)C(=O)N(C)C1=O (stereo unspecified)
    104.3, 4.9, 10.5, -18.0
- O=C(N/N=C/c1c(O)n(CCc2ccccc2)c(=O)[nH]c1=O)c1ccccc1O
    100.6, -53.4, -18.6, -31.4
- NNC(=O)CN1C(=O)CN=C(c2ccccc2)c2cc(Br)ccc21
    102.8, -14.6, -2.5, -7.7
- CC/C(=N\Nc1ccccc1)c1c(O)n(-c2ccc(OC)cc2)c(=O)[nH]c1=O
    100.0, -0.5, -7.4, -17.9
- COc1ccc(-n2c(O)c(/C(C)=N/N3CCCCCC3)c(=O)[nH]c2=O)cc1
    98.6, -7.8, 6.2, -51.4

# Some of the compounds tested; rates above refer to the full screens.
